Screening results: PubChem BioAssay, several laboratories
LMPTP inh: LMPTP (human) inhibition; recombinant LMPTP-A, OMFP fluorogenic substrate, fluorescence intensity; hit rate 0.22% among 360,000; inhibition, % at 20 µM; AID 651560; P24666;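 active = compounds that cut the enzyme signal by at least half of the control window in the single-dose screen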;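 also: plate controls were DMSO wells with enzyme plus substrate for no effect and substrate without enzyme for full effect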
Target sequence (P24666 whole entry, looked up): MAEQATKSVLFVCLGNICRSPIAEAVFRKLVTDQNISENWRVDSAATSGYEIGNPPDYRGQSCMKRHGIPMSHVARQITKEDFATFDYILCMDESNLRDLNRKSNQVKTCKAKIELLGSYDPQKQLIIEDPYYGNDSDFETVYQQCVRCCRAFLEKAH
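Test system: LMPTP-A phosphatase enzyme; input: 0.625 nM LMPTP-A final; reagent: OMFP substrate, 400 µM final; compound dosing: 20 µM single dose, 3% DMSO; incubation: 50 min dark incubation at room temperature; measured by: endpoint fluorescence intensity from OMFP dephosphorylation; measure: % inhibition relative to no-enzyme and uninhibited control wells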
bovine MsrA act: bovine methionine sulfoxide reductase A activation; AID 602163; hit rate 0.3% among 360,000; purified bovine MsrA, absorbance read-out; activation, % at 10.6 µM; in the data active = activation above about 7.5%;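 also: 0% = vehicle and 100% = reference activator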
NRP1-CendR mod: NRP-1/CendR interaction modulation; O14786; FAM-RPARPAR peptide binding to NRP-1, fluorescence polarization; inhibition, % at 25 µM; hit rate 0.85% among 360,000;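 active = inhibition or corrected inhibition above about 18%, plus a signal ratio from 0.5 to 1.5, limit read from the data, passing the limit was not always enough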; also: strong numbers were not always called active
MsrA inh: inhibits bovine methionine sulfoxide reductase A. purified bovine MsrA, absorbance read-out. inhibition, % at 15.5 µM. hit rate 0.75% among 360,000; in the data active = inhibition above about 4.5%;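 also: 0% = vehicle wells with enzyme and 100% = reference inhibitor wells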
Scp-1 inhibitor: inhibitors of human Scp-1 phosphatase; Q9GZU7; Recombinant Scp1, phosphopeptide, malachite green phosphate absorbance; inhibition, % at 20 µM; hit rate 0.88% among 340,000;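 active = inhibition above about 50% at 20 µM, limit read from the data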;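 also: plate controls were DMSO wells with enzyme for no effect and wells lacking enzyme for full effect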
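Test system: SCP-1 phosphatase catalytic domain, residues 76-261; measured by: colorimetric phosphate reagent with accelerator and stabiliser, absorbance at 630 nm; timing: enzyme reaction 45 min at room temperature, colour 5 min, stabilisation 30 min; also added: Phosphorylated 17-residue peptide substrate; compound dosing: one concentration, 20 µM, with 1.0% DMSO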
DNMT1 inh: DNMT1 (human) enzyme inhibition. DNMT1 molecular beacon, Hinp1I cleavage, fluorescence. hit rate 0.83% among 360,000. inhibition (reported as % activation of signal), % at 10 µM; in the data active = inhibition above about 50%
SUMO1 PPI mod: modulators of human SUMO1-mediated protein-protein interactions. P63165. SUMO1 binding to a labelled peptide, TR-FRET, 1 h. inhibition, % at 20 µM. hit rate 0.33% among 360,000. AID 602429; in the data active = inhibition above about 37%
Target sequence (P63165 whole entry, looked up): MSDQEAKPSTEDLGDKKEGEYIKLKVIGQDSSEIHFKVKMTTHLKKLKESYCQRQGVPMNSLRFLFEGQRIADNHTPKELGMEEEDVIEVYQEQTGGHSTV
TbMetRS inhib: Trypanosoma brucei MetRS inhibition | purified T. brucei MetRS, ATP depletion, Kinase-Glo luminescence | inhibition, % at 11.9 µM | hit rate 0.4% among 360,000 | AID 624268;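 active = inhibition above a per-plate cutoff of the control wells' mean inhibition plus 3 SD, cut at about 5.5% in these data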;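 also: 0% = DMSO wells median and 100% = median of wells with control inhibitor compound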
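technique = Kinase-Glo luminescence, ATP depletion format | system = purified MetRS (methionyl-tRNA synthetase) enzyme from Trypanosoma brucei | timing = 15 min preincubation, 2 h reaction, all 25 °C | evaluation = percent inhibition versus plate control medians | dosing = single dose, 11.9 µM final nominal, 0.9% final DMSO | also added = substrates ATP, L-methionine and bulk Escherichia coli tRNA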
STEP block: STEP (human) phosphatase inhibition; P54829; recombinant STEP, OMFP fluorogenic substrate, fluorescence; inhibition, % at 20 µM; hit rate 0.25% among 360,000;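 active = inhibition at 20 µM, scaled per plate between control wells, above about 37%, limit read from the data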;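 also: 0% = DMSO with enzyme and substrate and 100% = substrate only without enzyme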
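Test system: STEP tyrosine phosphatase / Reagent: OMFP at 25 µM / Doses: 20 µM, 1% DMSO / Read-out: percent inhibition scaled to no-enzyme and uninhibited-enzyme controls, plate-pattern corrected / Detection: FITC-channel fluorescence of OMFP product / Medium: Bis-Tris buffer pH 6.0, 2.5 mM DTT, 0.005% Tween 20 / Schedule: 20 min at room temperature, dark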
eLon inh: inhibitors of E. coli Lon protease. P0A9M0. purified E. coli Lon protease, fluorescence polarization. inhibition, % at 7.94 µM. hit rate 0.42% among 360,000. AID 602123; in the data active = inhibition above about 13%, passing the limit was not always enough;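 also: 0% = enzyme with probe and DMSO and 100% = no enzyme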
Target sequence (P0A9M0 whole entry, looked up): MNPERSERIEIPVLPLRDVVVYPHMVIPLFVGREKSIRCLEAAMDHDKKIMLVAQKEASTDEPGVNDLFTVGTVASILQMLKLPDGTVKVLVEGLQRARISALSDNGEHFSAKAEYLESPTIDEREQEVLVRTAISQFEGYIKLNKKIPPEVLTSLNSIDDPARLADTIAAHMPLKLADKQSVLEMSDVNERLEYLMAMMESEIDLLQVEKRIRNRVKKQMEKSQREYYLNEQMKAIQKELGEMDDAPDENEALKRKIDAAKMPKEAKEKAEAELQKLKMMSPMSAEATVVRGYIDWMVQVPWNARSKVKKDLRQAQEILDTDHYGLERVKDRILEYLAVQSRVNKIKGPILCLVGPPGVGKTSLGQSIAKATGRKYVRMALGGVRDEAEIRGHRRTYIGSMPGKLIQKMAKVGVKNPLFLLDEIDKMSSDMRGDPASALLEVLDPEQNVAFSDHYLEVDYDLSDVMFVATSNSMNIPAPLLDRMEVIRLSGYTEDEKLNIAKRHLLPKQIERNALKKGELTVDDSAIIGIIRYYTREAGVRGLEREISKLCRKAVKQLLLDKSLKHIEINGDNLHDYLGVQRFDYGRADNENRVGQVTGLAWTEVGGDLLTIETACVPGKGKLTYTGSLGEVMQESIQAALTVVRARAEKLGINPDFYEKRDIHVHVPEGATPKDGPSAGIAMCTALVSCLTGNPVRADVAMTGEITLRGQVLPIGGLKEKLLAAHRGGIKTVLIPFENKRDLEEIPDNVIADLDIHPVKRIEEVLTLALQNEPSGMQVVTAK
Starred values were filed as active, the others as inactive; . = not tested or not shown.

Sample of the layout, seven compounds:
Labels used below – A = LMPTP inh; B = bovine MsrA act; C = NRP1-CendR mod; D = MsrA inh; E = Scp-1 inhibitor; F = DNMT1 inh; G = SUMO1 PPI mod; H = TbMetRS inhib; I = STEP block; J = eLon inh
Cc1ccc(S(=O)(=O)c2cnc(-c3ccccc3)nc2N2CCN(C)CC2)cc1
  A = -0.7; B = -6; C = -19; D = -0.8; E = -1; F = 0; G = 0; H = -1.1; I = -1; J = -3
O=C(NC(c1ccc(Cl)cc1)c1ccsc1)C1CCN(CCOc2ccc(Cl)cc2)CC1 (stereo not drawn)
  A = 1.0; B = 0; C = 0; D = -0.1; E = .; F = -4; G = 2; H = -0.2; I = 0; J = -13
C/C(=N\Nc1nc2ccccc2s1)c1cccs1
  A = 3.3; B = -4; C = 6; D = 3.0; E = -7; F = -11; G = -9; H = -0.4; I = -1; J = -10
COc1ccc(C(=O)O/N=C(\N)c2ccc(Cl)cc2)cc1
  A = 0.0; B = -2; C = -4; D = 0.8; E = 0; F = 0; G = 3; H = -1.2; I = -1; J = 1
COc1cc(F)ccc1S(=O)(=O)N1CCN(C23CC4CC(CC(C4)C2)C3)CC1
  A = -0.9; B = 6; C = -1; D = -0.4; E = -5; F = 4; G = 4; H = -0.2; I = -13; J = -6
Cc1ccc(-c2nnc3c(C(F)(F)F)nc4ccccc4n23)cc1
  A = -1.7; B = -3; C = 6; D = 1.2; E = -4; F = 3; G = 2; H = -0.7; I = -6; J = -3
COc1ccccc1NC(=O)N1CCN(C(=O)c2ccco2)CC1
  A = -1.6; B = -1; C = 8; D = -1.0; E = -4; F = 1; G = 3; H = 0.0; I = -1; J = -2

Main list, from the start:
Labels used below – A = LMPTP inh; B = bovine MsrA act; C = NRP1-CendR mod; D = MsrA inh; E = Scp-1 inhibitor; F = DNMT1 inh; G = SUMO1 PPI mod; H = TbMetRS inhib; I = STEP block; J = eLon inh
Cc1ccc(S(=O)(=O)c2cnc(-c3ccccc3)nc2N2CCN(C)CC2)cc1
  A = -0.7; B = -6; C = -19; D = -0.8; E = -1; F = 0; G = 0; H = -1.1; I = -1; J = -3
O=C(NC(c1ccc(Cl)cc1)c1ccsc1)C1CCN(CCOc2ccc(Cl)cc2)CC1 (stereo not drawn)
  A = 1.0; B = 0; C = 0; D = -0.1; E = .; F = -4; G = 2; H = -0.2; I = 0; J = -13
C/C(=N\Nc1nc2ccccc2s1)c1cccs1
  A = 3.3; B = -4; C = 6; D = 3.0; E = -7; F = -11; G = -9; H = -0.4; I = -1; J = -10
COc1ccc(C(=O)O/N=C(\N)c2ccc(Cl)cc2)cc1
  A = 0.0; B = -2; C = -4; D = 0.8; E = 0; F = 0; G = 3; H = -1.2; I = -1; J = 1
COc1cc(F)ccc1S(=O)(=O)N1CCN(C23CC4CC(CC(C4)C2)C3)CC1
  A = -0.9; B = 6; C = -1; D = -0.4; E = -5; F = 4; G = 4; H = -0.2; I = -13; J = -6
Cc1ccc(-c2nnc3c(C(F)(F)F)nc4ccccc4n23)cc1
  A = -1.7; B = -3; C = 6; D = 1.2; E = -4; F = 3; G = 2; H = -0.7; I = -6; J = -3
COc1ccccc1NC(=O)N1CCN(C(=O)c2ccco2)CC1
  A = -1.6; B = -1; C = 8; D = -1.0; E = -4; F = 1; G = 3; H = 0.0; I = -1; J = -2
O=C(NCc1nnc(SCC(=O)N2CCCC2)o1)c1c(F)cccc1F
  A = -0.1; B = -3; C = 5; D = 0.7; E = 1; F = 2; G = 9; H = -0.3; I = 3; J = 5
COc1ccc2cc(C(C)C(=O)Nc3cccc(S(=O)(=O)N(C)C)c3)ccc2c1 (stereo not drawn)
  A = 3.7; B = -1; C = 9; D = -0.2; E = -15; F = -8; G = 0; H = -0.2; I = -1; J = 19
CCc1nc2ccc(C(=O)N(CC)CCN(C)C)cn2c1N(C)Cc1ccc(OC)cc1
  A = 1.1; B = 3; C = 6; D = 0.0; E = .; F = 2; G = 6; H = 0.1; I = -5; J = 6
CN(CCCC(=O)Nc1ccccc1)S(=O)(=O)c1ccc(Cl)cc1
  A = 0.1; B = -11; C = -26; D = 0.0; E = 18; F = 3; G = -1; H = 0.0; I = -1; J = 1
Cc1cccc(C(=O)N2CC(=O)Nc3ccc(F)cc3C2c2ccc(F)cc2)c1 (stereo not drawn)
  A = 0.5; B = -1; C = -4; D = -0.4; E = -16; F = 0; G = 3; H = -0.5; I = -1; J = -6
O=C(Nc1nc([C@@H]2O[C@H](CO)[C@@H](O)[C@H](O)[C@H]2O)cs1)NC(c1ccccc1)c1ccccc1
  A = -0.6; B = -1; C = -1; D = -0.4; E = .; F = 2; G = -1; H = -0.1; I = -1; J = -6
O=C1c2ccc(Oc3ccc([N+](=O)[O-])cc3)cc2C(=O)N1CCCO
  A = -0.2; B = -5; C = -6; D = 0.4; E = -5; F = -1; G = -28; H = 0.9; I = 3; J = -10
OCCCNc1nc(-c2ccc(Cl)cc2)nnc1-c1ccccc1
  A = -1.1; B = -2; C = 7; D = 0.7; E = 0; F = -5; G = -3; H = -0.4; I = -1; J = -1
O=C(Nc1ccc2c(c1)OCO2)Nc1ccc(F)cc1F
  A = -1.4; B = -7; C = -10; D = -0.5; E = -2; F = -1; G = 0; H = -0.1; I = -2; J = 4
Cc1cccc(-n2cnc(C(=O)N3CCN(C)CC3)c2)n1
  A = -2.2; B = -4; C = 10; D = 0.0; E = -15; F = -1; G = 2; H = 2.1; I = -3; J = 0
CC(=O)c1ccc(NC(=O)CSc2nccn2CCc2ccccc2)cc1
  A = -2.2; B = -4; C = -4; D = -0.5; E = -8; F = -1; G = 4; H = 0.2; I = -4; J = -12
c1ccc2c(NC3C4CC5CC(C4)CC3C5)nc(N3CCOCC3)nc2c1 (stereo not drawn)
  A = 21; B = 7; C = 10; D = 1.4; E = -1; F = -1; G = -1; H = 0.1; I = 0; J = -9
COc1ccccc1/C=C/C(=O)OCC(=O)Nc1c(C)nn(-c2ccccc2)c1C
  A = -0.6; B = -4; C = -3; D = 1.3; E = -2; F = -3; G = -10; H = -0.4; I = 1; J = -1
COc1ccc(N2C(=O)/C(=C3/C=CC=CN3C)SC2=S)cc1
  A = -0.3; B = -15; C = 7; D = -0.2; E = 5; F = 4; G = -29; H = -1.5; I = 7; J = -17
CC(NS(=O)(=O)c1ccc(Br)cc1)C(=O)NCCc1ccccc1 (stereo not drawn)
  A = -2.2; B = -4; C = -3; D = 1.0; E = 1; F = 2; G = 1; H = -0.2; I = 0; J = 4
CCCc1nc2ccc(N)cc2c(=O)n1Cc1ccccc1Cl
  A = 1.2; B = -1; C = -8; D = 1.4; E = -12; F = 0; G = 0; H = 0.0; I = -1; J = -13
c1ccc(CCNc2ncnc3c2nnn3Cc2ccccc2)cc1
  A = 0.5; B = -1; C = -3; D = -0.4; E = -2; F = 4; G = -2; H = -0.5; I = -2; J = 2
O=C1NC(=O)C(c2ccccc2)N1 (stereo not drawn)
  A = -0.7; B = -2; C = -15; D = -0.2; E = -3; F = -1; G = -2; H = 0.0; I = 2; J = -14
CC1CCCC(C)N1C(=O)COC(=O)C1CCN(S(=O)(=O)c2c(Cl)cccc2Cl)CC1 (stereo not drawn)
  A = 0.9; B = -3; C = 20; D = -1.2; E = 7; F = -2; G = 3; H = -0.2; I = -2; J = 1
Cc1ccc(S(=O)(=O)CCC(=O)Nc2sccc2C(N)=O)cc1
  A = 12; B = 0; C = -40; D = 0.7; E = 6; F = -1; G = 22; H = 0.1; I = 2; J = -27
O=C(CSc1ccc(Cl)cc1)Nc1nnc(-c2ccco2)o1
  A = -1.0; B = -1; C = -13; D = -0.3; E = -8; F = 1; G = 6; H = -0.1; I = 1; J = 3
CCOC(=O)N1CCN(C(=O)c2ccc(N3CC4CC(C3)c3cccc(=O)n3C4)c(NC(=O)c3ccc(F)cc3)c2)CC1 (stereo not drawn)
  A = -0.7; B = -3; C = 10; D = -0.9; E = -10; F = 0; G = -2; H = -0.2; I = -1; J = -4
Cc1ccccc1-n1nc(-c2ccc(N)cc2)cc1N
  A = -1.0; B = 0; C = -3; D = 1.1; E = -1; F = -7; G = 0; H = -1.0; I = -3; J = 1
CCN(CC)C(=O)CN1CCC(c2nc3cc(C)c(C)cc3[nH]2)CC1
  A = -1.3; B = -11; C = -20; D = -0.2; E = -2; F = 0; G = 9; H = 0.0; I = -3; J = -6
COc1ccccc1CNC(=O)CCCNS(=O)(=O)c1cccc2nsnc12
  A = 0.4; B = -1; C = 5; D = 1.6; E = 2; F = -3; G = -25; H = -1.9; I = 2; J = 1
Cc1ccc(-c2ccc(=O)n(CC(=O)NCCN3C(C)CCCC3C)n2)cc1 (stereo not drawn)
  A = -1.3; B = -3; C = -6; D = -0.5; E = 13; F = 0; G = -3; H = 0.0; I = 0; J = -6
CC(C)N(Cc1ccccc1)C(=O)COC(=O)c1cnc(Cl)c(Cl)c1
  A = -1.2; B = 0; C = 13; D = 0.3; E = -8; F = 6; G = 0; H = -0.3; I = -2; J = -13
O=C(CSC1=NCCS1)N1CCCC1
  A = -3.7; B = 2; C = 0; D = -0.8; E = 1; F = 1; G = 4; H = -0.2; I = -8; J = 6
COC(=O)[C@@]1(Cc2ccc(F)cc2)[C@H]2c3cc(C(=O)N4CCCC4)n(Cc4ccc(Cl)c(C(F)(F)F)c4)c3C[C@H]2CN1C(=O)c1ccccc1
  A = 7.6; B = -2; C = -6; D = -0.2; E = .; F = .; G = 9; H = -0.1; I = .; J = -4
COc1ccc(CCNC(=O)c2oc3ccc(S(=O)(=O)N4CCOCC4)cc3c2C)cc1OC
  A = -1.1; B = -4; C = 3; D = 1.4; E = -3; F = -3; G = -2; H = 0.4; I = -1; J = -6
COC(=O)c1cc(C)nc2c1c(C)nn2-c1ccccc1
  A = -0.6; B = 13*; C = -8; D = 0.0; E = -10; F = 2; G = -4; H = 0.6; I = -2; J = 0
Cc1ccc2nc(N3CCN(CCO)CC3)nc(-c3ccccc3)c2c1
  A = 0.3; B = -4; C = 7; D = 0.2; E = -13; F = -2; G = -13; H = -0.1; I = 2; J = -1
CCOC(=O)N1CCC(n2c(SCC(=O)c3ccccc3)nc3ccsc3c2=O)CC1
  A = 0.7; B = -10; C = 8; D = -1.3; E = -1; F = -1; G = -3; H = -1.0; I = 1; J = 1
CC(=O)OC12CC3CC(C1)C(=NO)C(C3)C2
  A = -3.0; B = -4; C = 7; D = 1.2; E = -12; F = 1; G = 0; H = -1.4; I = 2; J = -3
